# Assay outcomes (PubChem)
# ATXN2 expr inh – inhibitors of ATXN2 expression. HEK-293 ATXN2-luciferase reporter, luminescence, 24 h. Potency, µM (series often up to 57 µM), for the others: top-dose activity change, negative = inhibition, actives largely listed as inhibitors. 360,000 compounds, 0.72% hits. AID 1745845; further: potency means the concentration at half of the fitted maximal effect; on the % scale 0 is the no-effect control and ±100 the full control effect; nearly all actives have a fitted effect of over 55% in size
#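 qHTS (up to 57 uM final) was run with 24 h compound exposure of reporter cells at 37 °C. Each well was multiplexed: SteadyGlo luminescence measured ATXN2-luciferase expression after a fluorogenic Gly-Phe-AFC viability readout (25 uM final).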
# SW480 rereplic – DNA re-replication induction in SW480 cells; SW480 DNA re-replication, Hoechst DNA content imaging, 48 h; Potency, µM (doses to about 46.1 µM), inactives show at the top dose re-replication activation, usual class: activators; 340,000 compounds, 1.8% hits; AID 624297; further: potency means the concentration at half of the fitted maximal effect; % of control where 0% means no effect; nearly all actives have a fitted effect of over 55% in size
#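 Hoechst fluorescence of nuclei (405 nm excitation, 500-530 nm emission) measured by plate-scanning imager after 48 hr compound exposure at 37 C; re-replication scored as increased number of nuclei with elevated intensity.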
# KB-V1 cytotox – KB-V1 MDR subline cytotoxicity. Potency, µM (doses to about 46.1 µM), inactives show top-dose activity change, negative = cytotoxicity, usual class: cytotoxic. 400,000 compounds, 3.4% hits. KB-V1 MDR cells viability, CellTiter-Glo, 72 h; further: potency means the concentration at half of the fitted maximal effect; on the % scale 0 is the no-effect control and ±100 the full control effect; nearly all actives have a fitted effect of over 60% in size
#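 KB-V1 cells (P-gp-expressing MDR subline of KB-3-1) in phenol-red-free DMEM with 10% FBS were exposed to library compounds over a concentration series for 72 h at 37 degrees C. Viability read by CellTiter-Glo luminescence; concentration-effect curves fitted after normalization.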
# KB-3-1 cytotox – KB-3-1 parental cell cytotoxicity; 400,000 compounds, 1.4% hits; KB-3-1 viability, CellTiter-Glo ATP luminescence, 72 h; Potency, µM (series often up to 46.1 µM), without a hit: top-dose activity change, negative = cytotoxic, most hits filed as cytotoxic; AID 1347075; further: potency means the concentration at half of the fitted maximal effect; on the % scale 0 is the no-effect control and ±100 the full control effect; nearly all actives have a fitted effect of over 60% in size
#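 Cells are dispensed, compounds pinned in, plates held at 37 °C for 72 h, then CellTiter-Glo is added and luminescence read after 10 minutes. Cell line: parental KB-3-1 in phenol-red-free DMEM, 10% FBS.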
# IL1B secr inh – inhibitors of inflammasome signaling (IL-1 beta secretion); AID 743279; activity change, % at 57.5 µM; THP-1 LPS/ATP IL-1B secretion, AlphaLISA, 16 h; hits give low values; 360,000 compounds, 4.7% hits; in the data active means activity change below about -50%; inconclusive means mostly about -30% to -49%; further: on the % scale 0 is the no-effect control and ±100 the full control effect
#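 THP-1 cells pretreated 1 hr with compounds (up to 57.5 uM final), then stimulated with LPS (250 ng/mL final) plus ATP (1.25 mM final); secreted IL-1B measured by AlphaLISA after 16 hr, decreased signal indicating inhibition.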
# WRN helicase inh – blocks human WRN helicase; WRN helicase unwinding, fluorescent forked duplex, kinetic; Potency, µM (top dose mostly 114 µM), inactives show at the highest dose activity change, negative = inhibition, hits mostly inhibitors; 360,000 compounds, 0.46% hits; AID 651768; further: potency means the concentration at half of the fitted maximal effect; on the % scale 0 is the no-effect control and ±100 the full control effect; nearly all actives have a fitted effect of over 55% in size
# Target sequence (Q14191 whole entry, looked up): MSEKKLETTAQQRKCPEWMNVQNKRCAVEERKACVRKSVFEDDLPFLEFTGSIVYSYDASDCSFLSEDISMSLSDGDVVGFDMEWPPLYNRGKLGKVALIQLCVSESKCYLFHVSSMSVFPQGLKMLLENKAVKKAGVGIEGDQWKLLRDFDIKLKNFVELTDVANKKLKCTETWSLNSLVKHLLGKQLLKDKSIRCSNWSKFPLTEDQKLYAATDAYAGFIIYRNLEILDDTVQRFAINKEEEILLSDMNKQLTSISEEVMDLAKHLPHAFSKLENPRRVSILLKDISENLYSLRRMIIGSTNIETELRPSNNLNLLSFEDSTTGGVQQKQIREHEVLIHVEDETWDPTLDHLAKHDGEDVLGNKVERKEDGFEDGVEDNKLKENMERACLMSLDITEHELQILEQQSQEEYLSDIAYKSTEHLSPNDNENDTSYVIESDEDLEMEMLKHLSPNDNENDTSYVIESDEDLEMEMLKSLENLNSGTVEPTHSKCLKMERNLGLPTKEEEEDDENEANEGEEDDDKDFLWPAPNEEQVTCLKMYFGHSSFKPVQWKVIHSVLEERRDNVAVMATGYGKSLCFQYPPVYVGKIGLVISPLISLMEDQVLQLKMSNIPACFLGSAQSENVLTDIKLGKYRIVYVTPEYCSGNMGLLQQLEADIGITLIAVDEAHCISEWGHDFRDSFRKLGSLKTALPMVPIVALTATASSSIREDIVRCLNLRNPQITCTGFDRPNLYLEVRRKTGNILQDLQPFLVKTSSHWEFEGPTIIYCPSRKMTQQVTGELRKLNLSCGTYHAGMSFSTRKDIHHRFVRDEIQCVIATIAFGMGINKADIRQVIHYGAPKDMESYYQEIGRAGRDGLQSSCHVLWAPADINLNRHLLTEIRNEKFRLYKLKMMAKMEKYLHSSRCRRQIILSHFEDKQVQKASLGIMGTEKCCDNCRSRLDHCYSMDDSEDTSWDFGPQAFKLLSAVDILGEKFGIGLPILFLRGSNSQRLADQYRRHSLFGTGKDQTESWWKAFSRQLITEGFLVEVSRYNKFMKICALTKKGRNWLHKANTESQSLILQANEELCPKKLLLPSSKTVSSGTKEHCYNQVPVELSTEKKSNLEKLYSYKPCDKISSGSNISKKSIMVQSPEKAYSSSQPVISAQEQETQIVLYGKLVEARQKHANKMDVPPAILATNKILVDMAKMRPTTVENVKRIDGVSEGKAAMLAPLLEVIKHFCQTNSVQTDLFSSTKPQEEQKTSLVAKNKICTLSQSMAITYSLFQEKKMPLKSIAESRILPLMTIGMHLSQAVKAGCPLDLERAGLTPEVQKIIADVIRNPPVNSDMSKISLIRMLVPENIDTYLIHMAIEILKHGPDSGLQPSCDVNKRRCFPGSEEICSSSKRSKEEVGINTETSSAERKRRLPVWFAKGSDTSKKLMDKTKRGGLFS
#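 Kinetic red-fluorescence monitoring (525/598 nm) tracks WRN helicase activity after 100 nM fluorophore-quencher forked duplex and 2 mM ATP are added to 20 nM enzyme pretreated 15 min at room temperature with compound.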
# HT1080NT lethal – kills 2HG-producing HT-1080-NT fibrosarcoma cells; HT-1080-NT fibrosarcoma viability, CellTiter-Glo ATP luminescence, 48 h; Potency, µM (series often up to 46.1 µM), without a hit: top-dose activity, negative = less viability, hits mostly cytotoxic; 360,000 compounds, 1.6% hits; AID 686970;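 further: NT is the 2HG producing partner of a matched IDH1 knockdown line; potency means the concentration at half of the fitted maximal effect; 0% = DMSO-treated cells and -100% = media-only wells without cells; nearly all actives have a fitted effect of over 55% in size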
#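 A 48-hour cytotoxicity screen used HT-1080-NT cells plated 2 hours before compound delivery. ATP-based CellTiter-Glo luminescence measured viability, normalized to DMSO and no-cell controls.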
# HT1080 IDH1KD tx – kills HT-1080 cells with IDH1 knockdown; HT-1080 IDH1 knockdown viability, ATP luminescence, 48 h; Potency, µM (highest dose often 46.1 µM), without a hit: top-dose activity, negative = toxicity, hits mostly cytotoxic; 360,000 compounds, 2% hits;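 further: potency means the concentration at half of the fitted maximal effect; 0% = DMSO wells and -100% = cell-free medium wells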
#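 % activity derives from luminescence (CellTiter-Glo), normalised to DMSO and no-cell wells. HT-1080-IDH1KD cells, 750/well, had 48 h compound exposure at 37 °C.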
# MCF10A rereplic – inducers of DNA re-replication in MCF 10A breast cells; Potency, µM (highest dose often 46.1 µM), inactives show top-dose activity, positive = re-replication, actives largely listed as activators; MCF 10A DNA re-replication, Hoechst nuclear intensity, 48 h; 350,000 compounds, 2.9% hits; further: potency means the concentration at half of the fitted maximal effect; % of control where 0% means no effect; nearly all actives have a fitted effect of over 50% in size
# * marks the source's active call; other numbers are inactive results; i = inactive; ? = inconclusive; · = not tested or not shown; & = joins results of further samples; ! = not active in a repeat; [ ] = another dose, or the depositor's remark. Unless noted, the call rests on the fitted dose curve; in most records, active means well fitted curve in the direction sought with a large enough effect; inconclusive means small, poorly fitted or top-dose-only effect, or another doubt; inactive means no such curve, though single readings can be large; an effect the other way counts as inactive or inconclusive.
SMILES,ATXN2 expr inh,SW480 rereplic,KB-V1 cytotox,KB-3-1 cytotox,IL1B secr inh,WRN helicase inh,HT1080NT lethal,HT1080 IDH1KD tx,MCF10A rereplic
Cc1cccc(NC(=O)Cn2nnc3ccccc32)c1,-2.1%[11.3 µM],-4.0%,-11.8%,10.1%,8.7,-29.8%,-1.0%,-4.9%,-8.5%
O=c1c2[nH]c3ccccc3c2ncn1Cc1cccnc1,64.8%[activator],-3.7%,-2.6%,?,1.2,1.7%,9.0%,9.0%,5.9%
COc1cc2cc(-c3ccc(O)cc3O)nc(C)c2cc1OC,38.8%,12.2%,6.51µM*,?,-72.6*,-20.4%[11.6 µM],-11.8%,?,?
CCOC(=O)[C@@H]1[C@H]2COc3cc(OC)ccc3[C@H]2N2C(=O)N(c3ccc(OC)cc3)C(=O)[C@]12C,-5.7%,-0.9%,0.1%,1.9%,-1.7,3.2%,0.0%,5.6%,7.3%
O[C@H]1CN(CC2CCCCC2)[C@@H](c2ccc(Cl)cc2)C[C@@H]1n1cc(-c2ccc(F)cc2)nn1,?,·,?,?,-11.1,-7.9%,8.3%,7.7%,·
Cc1ccc(S(=O)(=O)/C(C#N)=C/c2c(N3CCOCC3)nc3ccccn3c2=O)cc1,-4.9%,-4.0%,-1.5%,-0.8%,49.5,-2.5%,-10.1%,1.1%,13.1%
COC(=O)CCC(=O)COc1ccccc1C#N,77.9%[activator],-4.8%,3.6%,1.9%,0.0,2.5%,22.3%,-4.7%,-3.7%
CN1CCN(c2ccc(CNC[C@H]3O[C@@H](n4cnc5c(=O)[nH]c(N)nc54)[C@H](O)[C@@H]3O)c(S(C)(=O)=O)c2)CC1,10.4%,·,13.2%,0.0%,17.3,-7.3%,18.8%,11.5%,·
CCOC(=O)Cc1cc(-c2ccc(OC)cc2)nc2ccc3ccccc3c12,2.2%,-1.1%,?,-9.9%,3.4,-25.2%,-2.3%,-11.4%,?
CC(c1ccncn1)N(C)C(=O)c1ccc2oc(Cc3ccccc3)nc2c1 (stereo unspecified),37.1%[activator],-2.8%,-26.4%,3.5%,i,-11.2%,9.3%,21.2%,4.3%
COC(=O)C1=CN(c2ccc(F)cc2)C(N)=C(C#N)C1c1ccccc1 (stereo unspecified),·,·,?,?,0.0,0.1%,-26.7%,?,·
CN(Cc1ccc(Cl)cc1)C(=O)c1cc(S(=O)(=O)N2CCOCC2)ccc1N1CCCC1,-7.8%,-3.8%,?,11.3%,-8.6,2.1%,-0.1%,-0.3%,8.8%
CCOc1ncc(S(=O)(=O)N2CCN(CC)CC2)cc1C(=O)O,2.2%,8.7%,?,7.9%,2.9,7.2%,15.8%,6.7%,0.6%
Cc1ccc(NS(=O)(=O)c2ccc(C(=O)NCc3cccnc3)cc2)cc1,-13.2%,0.9%,·,·,18.2,-21.7%,0.0%,-7.5%,-14.0%
O=C(N/N=C/c1ccccn1)C(O)c1ccccc1 (stereo unspecified),·,-11.3%,14.5%,-8.6%,21.8,0.3%,-5.3%,1.4%,-1.5%
CC1CCCN(C(=O)COC(=O)C2CCN(S(=O)(=O)c3ccc(Cl)c(C(F)(F)F)c3)CC2)C1 (stereo unspecified),-11.9%,5.1%,-20.6%,-2.5%,16.7,-6.2%,-6.1%,-5.1%,9.6%
Cc1cccn2c(=O)c(C=C(C#N)C#N)c(N3CCN(c4cccc(Cl)c4)CC3)nc12,?,?,-23.3%,-20.9%,-74.8*,-23.6%,8.2%,8.7%,?
CCOCCCNC(=O)c1c[nH]c2ccc(S(=O)(=O)Nc3cccc(OC)c3)cc2c1=O,1.7%,3.7%,6.9%,-0.4%,6.8,-27.9%,-24.2%,-25.0%,0.3%
Cc1onc(-c2ccccc2Cl)c1C(=O)Nc1ccc(OCC(=O)N2CCOCC2)cc1,2.5%,-3.1%,?,4.7%,3.5,10.2%,4.7%,12.9%,10.4%
COCCNC(=O)C1(C)CCCN(C(=O)c2ccc(C)c(F)c2)C1 (stereo unspecified),15.8%,·,2.1%,0.0%,6.7,-0.7%,17.7%,13.6%,·
OCCCc1nc2ccccc2n1CCCCOc1ccccc1,-15.1%,-23.7%,-1.0%&-10.5%,-10.7%&-6.4%,13.7,-5.3%,-16.6%,-3.4%,-0.4%
C=CCNc1ncnc2c1cnn2-c1ccc(C)cc1C,11.1%,1.2%,2.7%,-0.1%,-8.6,-6.4%,-3.0%,2.0%,0.2%
NC(=O)c1ccc(NC(=O)CCCN2C(=O)NC3(CCCC3)C2=O)cc1,4.1%,-2.5%,?,0.0%,8.7,2.9%,6.7%,14.3%,-1.1%
COc1ccccc1-c1cc(C(=O)O)c2c(=O)n(C)c(=O)n(Cc3ccccc3)c2n1,-13.4%,7.6%,0.3%,-4.2%,-4.6,-5.0%,-3.3%,-4.6%,2.4%
COc1ccc(-c2nc3c(c(=O)[nH]c(=O)n3Cc3ccccc3)n2CCO)cc1,-1.3%,-15.5%,-16.2%,-3.1%,50.5,-10.2%,?,-17.1%,-2.3%

# Later entries
SMILES,ATXN2 expr inh,SW480 rereplic,KB-V1 cytotox,KB-3-1 cytotox,IL1B secr inh,WRN helicase inh,HT1080NT lethal,HT1080 IDH1KD tx,MCF10A rereplic
Cc1ccc(/C=C2\C(=O)NC(=O)N2C)o1,6.4%,13.5%,?,?,16.7,-1.3%,16.3%,2.7%,3.5%
O=c1c2c(nc3c(-c4cccc5ccccc45)c[nH]n13)CCC2,-15.6%,-6.0%,0.2%,-13.0%,9.5,-2.3%,-7.6%,-3.8%,11.2µM*
CC(C)c1ccc(NCCC(=O)c2ccc(Br)cc2)cc1,7.5%,1.2%,?,14.7%,14.2,-28.2%[57.1 µM],25.9%,14.6%,-8.8%
CC(N=Cc1c(O)c2ccccc2oc1=O)C(=O)O (stereo unspecified),-5.4%,?,0.0%,-8.0%,13.2,-2.5%,-30.0%,?,-16.9%
CCOC(=O)C1CC(=O)c2ccccc2C1c1ccccc1 (stereo unspecified),1.2%,0.3%,5.0%,7.7%,5.6,1.6%,3.5%,2.0%,20.2%
CC(=O)N1CCOc2cc(S(=O)(=O)NC(C)c3ccccc3)c(Cl)cc21 (stereo unspecified),-10.6%&-7.1%,2.5%,-23.2%&-25.5%,0.0%&3.9%,-24.7,-3.2%,-2.7%,-5.0%,5.3%
CN(C(=O)CSc1nc(N)c2c3c(sc2n1)CSC(C)(C)C3)c1ccccc1,11.5%,0.9%,5.4%,6.9%,-55.0*,-13.2%,-26.3%,-26.9%,8.2µM*
Cc1ccccc1/C=C/c1nc2ccccc2c(=O)n1CCc1ccccc1,-4.1%,-40.9%[inhibitor],2.59µM*,-18.4%,-3.0,0.2%,-6.7%,1.2%,-2.1%
O=C(Oc1ccc(Oc2ccccc2)cc1)N1CCC(O)CC1,-1.9%,-14.3%,-17.3%,-5.1%,-25.2,15.2%,-12.3%,-3.0%,-7.2%
O=C(c1ccc(Cn2cnnn2)cc1)N1CCCC(Nc2ccc(F)c(F)c2)C1 (stereo unspecified),-5.5%,?,0.0%,21.2%,38.5,5.0%,-1.4%,-1.2%,-0.5%
CCSC1=C(C#N)C2(CCCC2)C(C#N)=C(N)N1,11.1%,?,9.7%,-1.6%,-17.4,?,-4.0%,-1.7%,?
CCCc1c(O)c2ccccc2[nH]c1=O,-3.5%,-1.2%,4.9%,5.9%,11.1,8.6%,11.2%,15.0%,-3.7%
Cc1cccc(C(=O)Nc2ccnc(-c3ccncc3)n2)c1,·,37.4%,?,-1.3%,4.5,-8.7%,15.8%,0.4%,2.8%
COC(=O)CCC(=O)Nc1ccccc1C(N)=O,-4.8%,12.6%,-0.2%,9.1%,1.3,6.2%,2.0%,-1.7%,0.3%
CNC(=S)NNC(=O)c1cccn(Cc2ccc(Cl)c(Cl)c2)c1=O,0.0%,0.5%,?,7.6%,-9.7,3.6%,10.7%,-20.0%,3.5%
CCOc1cc(/C=C2\C(=O)N(Cc3ccco3)C(C)=C2C(=O)OC)ccc1O,-12.8%,?,-12.0%,?,-104.6*,-17.8%,?,-19.8%,23.4%
O=C1CSC(c2ccncc2)N1Cc1ccco1 (stereo unspecified),-11.1%,-2.7%,-11.4%,-7.4%,-12.2,-5.4%,14.0%,-4.3%,-7.3%
O=C(CC1CC1)Nc1ccc2c(c1)[C@H]1C[C@H](CC(=O)N3CCc4ccccc4C3)O[C@@H](CO)[C@H]1O2,6.6%,·,?,19.5%,7.9,0.3%,2.2%,5.9%,·
COc1ccc2nccc(/C=C/c3ccnc4ccc(OC)cc34)c2c1,-20.4%,23.1µM*,-1.8%,16.1%,?,-15.5%,-28.4%,-22.2%,14.6µM*
COc1ccc(C2c3c(ncn(CCN4CCOCC4)c3=N)Oc3ccc4ccccc4c32)cc1OC (stereo unspecified),?,?,23.1µM*,?,-87.5*,45.3%[activator],?,15.8µM*!,?
CCn1c(COc2ccc(=O)n(-c3ccccc3)n2)nnc1SCc1ccccc1C,3.4%,-15.8%,0.0%,?,-8.4,3.4%,-0.5%,-0.5%,-183.7%[0.0737 µM]
CN1CCN(C(=O)c2c(NC(=O)c3ccco3)sc3c2CCC(C(C)(C)C)C3)CC1 (stereo unspecified),-26.3%,13.9%,0.9%,-15.9%,-14.9,-5.9%,-14.1%,-12.2%,19.2%

# SW480 rereplic, entries above that show a hit.
Molecule | SW480 rereplic | IL1B secr inh | WRN helicase inh
COc1ccc2nccc(/C=C/c3ccnc4ccc(OC)cc34)c2c1 | 23.1µM* | ? | -15.5%
